Screening results (PubChem BioAssay)
TLR4 MyD88 comp – inhibitors of TLR4-MyD88 association in cells, primary screen, cell-based, HeLa CL3-4, BLA complementation, FRET ratio. Toll-like receptor 4 (Homo sapiens) + Myeloid differentiation primary response protein …. HeLa CL3-4 TLR4/MyD88 BLA complementation. inhibition, % at 8.4 µM. actives 0.18% (n = 200,000). AID 861, 2007; in the data active = inhibition above about 25%;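 also: 0% = vehicle and 100% = reference inhibitor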
Target sequence (O00206 whole entry, looked up): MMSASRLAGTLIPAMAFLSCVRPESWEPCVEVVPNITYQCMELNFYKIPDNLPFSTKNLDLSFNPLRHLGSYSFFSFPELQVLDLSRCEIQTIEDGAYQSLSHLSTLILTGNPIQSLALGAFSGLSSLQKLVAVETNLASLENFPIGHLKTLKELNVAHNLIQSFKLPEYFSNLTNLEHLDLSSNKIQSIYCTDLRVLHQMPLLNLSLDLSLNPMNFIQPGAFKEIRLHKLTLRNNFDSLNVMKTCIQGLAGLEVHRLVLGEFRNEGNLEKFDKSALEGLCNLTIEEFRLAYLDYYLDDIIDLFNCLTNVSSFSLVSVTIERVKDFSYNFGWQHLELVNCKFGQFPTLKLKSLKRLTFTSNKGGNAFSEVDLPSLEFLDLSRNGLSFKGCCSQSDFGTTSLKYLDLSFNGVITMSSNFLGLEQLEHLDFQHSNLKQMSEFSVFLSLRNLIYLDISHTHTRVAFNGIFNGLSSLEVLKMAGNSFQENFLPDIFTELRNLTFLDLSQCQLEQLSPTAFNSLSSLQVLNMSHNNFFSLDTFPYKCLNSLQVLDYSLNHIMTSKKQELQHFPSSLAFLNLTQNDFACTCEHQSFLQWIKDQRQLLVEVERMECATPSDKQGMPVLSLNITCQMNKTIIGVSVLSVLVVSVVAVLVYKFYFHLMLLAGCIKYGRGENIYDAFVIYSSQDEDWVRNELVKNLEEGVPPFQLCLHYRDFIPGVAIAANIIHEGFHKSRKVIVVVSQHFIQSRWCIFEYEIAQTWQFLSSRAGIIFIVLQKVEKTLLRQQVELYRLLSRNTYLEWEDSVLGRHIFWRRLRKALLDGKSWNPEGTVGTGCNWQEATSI
Target sequence (Q99836 whole entry, looked up): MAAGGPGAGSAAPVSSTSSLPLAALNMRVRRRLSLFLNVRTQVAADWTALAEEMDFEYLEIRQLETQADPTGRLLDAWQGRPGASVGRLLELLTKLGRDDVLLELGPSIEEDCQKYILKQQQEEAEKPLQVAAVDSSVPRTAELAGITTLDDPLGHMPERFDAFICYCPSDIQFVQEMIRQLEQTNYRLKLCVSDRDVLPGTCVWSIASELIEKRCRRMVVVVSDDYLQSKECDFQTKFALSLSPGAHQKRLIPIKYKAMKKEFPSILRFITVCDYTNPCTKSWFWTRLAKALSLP
APP 5'UTR act – activators of APP 5'UTR luciferase reporter, primary screen, SH-SY5Y cells; SH-SY5Y APP 5'UTR luciferase reporter, luminescence; zero percent = DMSO vehicle wells; activation, % at 2 µM; actives 1% (n = 190,000); AID 1276, 2008;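 active = activation above a set limit, based on mean plus 3 SD of controls, cut at about 140% in these data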; also: values of inactives mirror those of a sister screen read the other way
STAT1 activator – STAT1 signaling activators, primary screen, cell-based, HTS, luciferase reporter | AID 932, 2007 | actives 2.6% (n = 200,000) | NIH 3T3 STAT1-luciferase reporter, IFN-gamma, luminescence; 100% = IFN-gamma alone, no compound | activation (% of control), % at 5.5 µM;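 active = activation above the screen-wide mean activation plus 3 SD, cut at about 130% in these data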;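 also: raw ratio to IFN-gamma control signal so 100% means no change and 0% no light; values of inactives mirror those of a sister screen read the other way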
HMGR II inh – inhibitors of E. faecalis class II HMGR, primary screen, biochemical, Enterococcus faecalis; HMG-CoA reductase (Enterococcus faecalis, mvaE); purified E. faecalis HMGR, NADPH absorbance 340 nm kinetic; inhibition, % at 10 µM; actives 0.41% (n = 190,000); AID 1066, 2008;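 active = inhibition above a set limit, the median over all tested compounds plus 3 SD, cut at about 9.5% in these data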;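 also: enzyme runs in reverse so mevalonate oxidation gives rising NADPH absorbance; 0% = complete reaction with DMSO and 100% = background rate lacking mevalonate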
STAT3 inh – IL-6 driven STAT3 reporter inhibitors, primary screen, U3A cells, luciferase, luminescence, MLSCN library; IL-6 STAT3-luciferase reporter; host cell line lacks STAT1; inhibition, % at 5.5 µM; actives 0.89% (n = 190,000);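 active = inhibition above the mean inhibition across all screened compounds plus 3 SD, cut at about 44% in these data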;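 also: 0% = DMSO only wells and 100% = 100 µM nifuroxazide control wells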
STAT3 act – IL-6 driven STAT3 reporter potentiators, primary screen, U3A cells, luciferase, luminescence, MLSCN library. IL-6 STAT3-luciferase reporter; 100% = signal with IL-6 EC80 alone. actives 0.91% (n = 190,000). activation (% of control), % at 5.6 µM;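 active = activation above the screen-wide mean of compound activation plus 3 SD, cut at about 130% in these data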;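 also: 0% = background luminescence of wells with medium and substrate only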
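Test system: human U3A cells carrying STAT3-luciferase construct; control set: IL-6-only wells as 100% reference; timing: compound pre-incubation 1 h before IL-6, then 6 h stimulation at 37 °C; also added: IL-6 stimulus at 33 ng/mL final; evaluation: % activation versus median of IL-6-stimulated wells; detection: reporter luminescence signal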
DTT redox prof – compounds producing H2O2 with reducing agent – biochemical, NIH compound library profiling, artefact control for MLSCN library redox annotation, primary screen; DTT-dependent redox cycling H2O2, phenol red/HRP absorbance; 100% = 100 µM peroxide control, 0% = buffer; activation, % at 10 µM; actives 0.03% (n = 200,000);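 active = activation of at least 50% relative to the plate's high and low controls in the primary single-dose screen; inactive = activation below 50%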;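 also: compound incubated with DTT at 0.8 mM final as the reducing agent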
NF-kB neuron act – activators of NF-kB expression in neurons, primary screen, cell-based, HTS. fold change at 12.5 µM. AID 1239, 2008. human neuronal cells, NF-kB reporter expression; stronger effect = higher value. actives 1.6% (n = 190,000); in the data active = fold change above about 3.3
STAT1 blocker – STAT1 signaling inhibitors, primary screen, cell-based, HTS, luciferase reporter; actives 0.35% (n = 200,000); NIH 3T3 STAT1-luciferase reporter, IFN-gamma, luminescence; inhibition, % at 5.5 µM;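 active = inhibition above a set limit, the mean inhibition across all tested compounds plus 3 SD, cut at about 34% in these data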;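 also: 0% = IFN-gamma with DMSO and 100% = IFN-gamma with 300 µM nifuroxazide; values of inactives mirror those of a sister screen read the other way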
Hsp70 act – Hsp70 transcriptional activators, primary screen, cell-based, HeLa, Hsp70 promoter luciferase, luminescence, 10 µM; AID 1203, 2008; activation, % at 10 µM; HeLa Hsp70 promoter luciferase reporter; scaled: vehicle 0, proteasome-inhibitor control 100%; actives 0.04% (n = 200,000);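 active = activation above the mean across all tested compounds plus 3 SD, cutoff set per campaign, cut at about 5.5% in these data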;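 also: 100% = MG132 at 30 µM as the positive control and 0% = DMSO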
The depositor's hits bear a star; . = no result given.

SMILES,TLR4 MyD88 comp,APP 5'UTR act,STAT1 activator,HMGR II inh,STAT3 inh,STAT3 act,DTT redox prof,NF-kB neuron act,STAT1 blocker,Hsp70 act
Cc1ccc(NC(=S)N(CCCN(C)C)Cc2cc3cc4c(cc3[nH]c2=O)OCO4)cc1,-4.8,16.0,103.2,1.8,0.5,102.5,-0.2,1.17,-5.6,-0.3
Cc1ccccc1NS(=O)(=O)c1ccc(F)cc1,4.7,-13.4,102.7,4.9,4.4,99.4,2.8,1.33,-3.0,-0.1
CC1=C(C(=O)Nc2cccnc2)C(c2ccc3c(c2)OCO3)C2=C(CCCC2=O)N1 (configuration not stated),7.4,9.2,101.5,-1.8,1.1,104.0,0.4,0.92,-1.7,0.2
COCCn1nnnc1C(C(C)C)N1CCCC(C)C1 (configuration not stated),-5.6,-2.8,104.8,-4.5,-10.7,111.1,-0.3,1.16,-7.2,-0.4
Cn1ccnc1C1CCCCN1Cc1nc(Cc2ccccc2F)no1 (configuration not stated),-1.3,7.4,99.0,-3.7,11.7,93.5,-1.4,1.16,-0.5,-0.2
COc1ccccc1Oc1nnnn1-c1ccc(C(N)=O)cc1,4.3,0.5,95.3,1.0,-1.4,101.1,0.0,1.19,4.9,-0.4
O=C(Nc1cccnc1)c1cccnc1,-9.5,6.3,97.3,-3.9,1.3,102.6,-0.8,0.93,1.2,-0.1
Cc1cc(C)cc(Nc2nc(-c3ccc(S(=O)(=O)N4CCCC4)cc3)cs2)c1,-4.0,-15.5,113.6,0.0,-2.7,100.3,0.3,0.68,-15.3,-0.5
CCCCCNCc1ccc(Cl)cc1,7.7,-15.9,107.3,1.3,10.9,97.0,-0.1,1.09,-8.2,-0.1
COC(=O)c1cc(C(=O)OC)cc(N2C(=O)CC(NNC(=O)c3ccc(C)cc3)C2=O)c1 (configuration not stated),-8.6,7.5,98.9,-7.8,12.7,91.5,0.0,1.05,1.2,-0.3
O=C(NCC1(N2CCCCC2)CCCCC1)C1CC(=O)N(c2ccc3c(c2)OCCO3)C1 (configuration not stated),-8.3,17.0,83.1,2.8,6.7,96.0,-0.7,1.01,16.2,-0.4
COc1ccc(NC(=O)CN2C(=O)C(c3ccccc3)=NC23CCCCCC3)cc1,4.4,7.7,94.0,-6.3,-8.5,105.8,-0.3,1.14,6.6,-0.5
CC(NC(=O)CCc1nnc(C2(c3ccc(Cl)cc3)CCC2)o1)C1CC1 (configuration not stated),1.1,5.8,117.4,-2.0,1.8,102.5,-1.1,1.34,-20.7,-0.4
CC(C)C1=NN2C(=N)CC(=O)N=C2S1,-0.7,4.5,103.7,-4.1,2.6,104.0,-3.3,1.1,-4.2,1.0
CC(C)(C)C(=O)N1CCn2c1nc1ccccc12,-0.7,-4.4,101.0,-1.6,3.4,99.0,-0.5,1.38,-0.5,-0.1
COc1ccc(-c2nc(CS(=O)CC(=O)NCc3cccnc3)c(C)o2)cc1 (configuration not stated),-4.3,0.2,98.7,-7.0,5.7,102.8,0.2,1,1.4,-0.2
Clc1cccc(OCCN2CCOCC2)c1,-4.9,-1.9,104.2,2.3,5.7,95.8,0.1,1.12,-4.6,0.1
CCOC(=O)N1CCN(C(=O)CCCn2c(=S)[nH]c3ccsc3c2=O)CC1,-4.5,3.5,98.6,-2.8,-4.7,105.7,-0.7,0.97,1.0,-0.1
CCN(CC)CC(=O)NCc1cc(-c2ccc(OC)cc2)no1,-6.6,1.6,101.6,-6.4,3.2,101.4,-4.7,0.95,-1.7,-0.3
N=C(N)CCCOc1ccccc1-c1ccccc1,-20.0,-6.2,85.7,-2.2,8.4,91.1,-0.5,0.92,16.1,-0.2
O=[N+]([O-])c1ccc(Sc2n[nH]c(-c3ccc(Cl)cc3Cl)n2)nc1,5.2,-2.1,102.9,-2.7,3.2,100.2,2.1,0.9,-3.3,-0.3
CCn1c(=NC(=O)c2ccc(S(=O)(=O)N(C)C)cc2)sc2cccc(OC)c21,-3.1,24.8,94.7,-2.2,2.8,98.8,-0.6,0.37,4.6,-0.1
Cc1ccc(NC(=O)c2ccc(N/N=C/c3cccc(O)c3)c([N+](=O)[O-])c2)cc1,0.3,9.2,102.7,0.3,23.3,86.3,3.8,1.03,-5.3,-0.4
CC1CC(C)CN(C(=O)Cn2c(SCC(=O)N3CCc4ccccc4C3)nc3ccccc32)C1 (configuration not stated),4.2,-8.9,103.8,-1.7,-3.6,103.8,0.4,1.04,-4.2,-0.4
CN1C(=O)/C(=C/c2ccc(O)c([N+](=O)[O-])c2)NC1=S,16.1,-5.4,111.0,1.5,2.0,101.3,-0.5,1.09,-14.1,-0.2
COc1ccc(CCC(C)Nc2cccc(C)c2)cc1 (configuration not stated),-17.9,3.4,94.0,-0.8,14.6,96.1,1.2,0.98,6.7,-0.4
FC(F)(F)c1ccccc1C1C2=C(Nc3ncnn31)c1ccccc1CCC2 (configuration not stated),-11.7,2.9,106.6,-3.0,-0.8,100.9,0.2,1.03,-7.1,-0.2
O=C(CC1C(=O)NCCN1Cc1ccccc1C(F)(F)F)NCCc1ccccn1 (configuration not stated),-2.7,-13.9,97.8,0.3,10.0,96.3,0.2,1.09,2.3,-0.3
Cc1ccnn1CCC(=O)N1CCCC(CCC(=O)NCc2ccccc2F)C1 (configuration not stated),-5.5,1.5,98.4,-5.3,7.6,95.5,-0.4,1.03,-0.1,0.0
O=Cc1ccc(-n2cncn2)cc1,0.1,20.5,103.8,4.6,12.9,92.6,-1.9,1.29,-4.5,-0.2

Some of the entries so far, as labelled records:
COc1ccc(CCC(C)Nc2cccc(C)c2)cc1 (configuration not stated)
  TLR4 MyD88 comp: -17.9	APP 5'UTR act: 3.4	STAT1 activator: 94.0	HMGR II inh: -0.8	STAT3 inh: 14.6	STAT3 act: 96.1	DTT redox prof: 1.2	NF-kB neuron act: 0.98	STAT1 blocker: 6.7	Hsp70 act: -0.4

FC(F)(F)c1ccccc1C1C2=C(Nc3ncnn31)c1ccccc1CCC2 (configuration not stated)
  TLR4 MyD88 comp: -11.7	APP 5'UTR act: 2.9	STAT1 activator: 106.6	HMGR II inh: -3.0	STAT3 inh: -0.8	STAT3 act: 100.9	DTT redox prof: 0.2	NF-kB neuron act: 1.03	STAT1 blocker: -7.1	Hsp70 act: -0.2

Following part.
SMILES,TLR4 MyD88 comp,APP 5'UTR act,STAT1 activator,HMGR II inh,STAT3 inh,STAT3 act,DTT redox prof,NF-kB neuron act,STAT1 blocker,Hsp70 act
COc1ccc(C)cc1NS(=O)(=O)c1ccc2c(c1)n(C)c(=O)n2C,-9.6,21.3,91.4,-1.9,9.8,100.6,-0.3,0.92,7.7,0.5
O=C(Nc1ccccc1)/C(=C/c1cccnc1)NC(=O)c1ccco1,8.1,6.8,97.3,-1.0,-6.4,108.4,0.2,1.17,2.9,-0.3
N#C/C(=C\c1ccco1)C(=O)NCC1CCCO1 (configuration not stated),10.8,-3.8,98.8,-3.0,-2.2,101.0,-0.6,1.86,1.4,-0.2
COCCn1c(SCC(=O)NNC(=O)Cc2ccccc2)nc2ccccc2c1=O,-6.1,-5.2,97.9,-0.3,4.0,98.2,0.0,0.94,-0.2,-0.3
O=C(Cc1ccccc1[N+](=O)[O-])N1CCN(c2ccccc2F)CC1,6.3,12.6,102.1,-7.6,12.6,88.6,0.3,1.5,-2.3,-0.4
CCOc1ccc(S(=O)(=O)N2CCCC2)cc1,13.0,3.7,100.7,-5.2,-8.2,104.1,0.1,1.06,-0.8,-0.3
C/C(=N/NC(=O)C(O)(c1ccccc1)c1ccccc1)c1ccc([N+](=O)[O-])o1,8.8,11.9,79.9,-2.8,0.9,101.1,-0.5,0.81,21.2,-0.1
CNC(=O)c1cc2cc(Cl)cc(OC)c2oc1=O,-6.1,-0.4,98.3,.,15.6,90.9,2.0,.,1.8,-0.1
Cc1cc(C)c(C#N)c(SCc2ccc([N+](=O)[O-])cc2)n1,22.9,-17.2,99.0,-3.2,22.0,83.8,0.5,1.12,-1.0,0.3
CCCC(=O)Nc1ccc(-c2ccc(NC(=O)CCC)cc2)cc1,1.3,5.5,87.2,-3.1,7.7,95.4,1.2,1.2,14.3,-0.1
Cc1cccc2cc(CN(Cc3ccco3)S(=O)(=O)c3ccc4c(c3)OCCO4)c(=O)[nH]c12,-11.6,10.4,103.4,0.0,12.6,93.8,-0.6,0.7,-3.7,-0.3
CCn1cc(CNCc2cn[nH]c2-c2cc3ccccc3o2)cn1,4.2,2.3,86.0,-0.4,12.6,98.7,-0.7,1.22,14.4,-0.2
CC(C)CN(CCCNC(=O)CC1Oc2ccccc2NC1=O)CC(C)C (configuration not stated),-0.9,-0.8,95.2,-0.4,5.2,97.9,0.8,1.06,5.2,0.0

By substructure, those above containing a cyano group (2)
SMILES,TLR4 MyD88 comp,APP 5'UTR act,STAT1 activator,HMGR II inh,STAT3 inh,STAT3 act,DTT redox prof,NF-kB neuron act,STAT1 blocker,Hsp70 act
N#C/C(=C\c1ccco1)C(=O)NCC1CCCO1 (configuration not stated),10.8,-3.8,98.8,-3.0,-2.2,101.0,-0.6,1.86,1.4,-0.2
Cc1cc(C)c(C#N)c(SCc2ccc([N+](=O)[O-])cc2)n1,22.9,-17.2,99.0,-3.2,22.0,83.8,0.5,1.12,-1.0,0.3
